F508del corr = correctors of CFTR F508del function in bronchial epithelial cells; CFBE cells, YFP halide quenching; stimulated with forskolin plus potentiator P3; % fluorescence drop versus neutral controls; activity (quench increase), % at 7.58 µM; 350,000 tested, 0.36% active; AID 720511;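 active means mean added fluorescence quench of at least 8% versus neutral control, with both replicates also reaching 8%; inconclusive means only one of the mean or replicate conditions met; inactive means mean below 8% and not both replicates reaching 8%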;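 further: cells transiently co-express mutant CFTR-F508del with the halide-sensitive YFP; corrector assay measuring rescue of mutant channel to the surface after 24 h compound exposure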
ERp5 inh = inhibitors of human ERp5 | Q15084 | ERp5 insulin aggregation, absorbance 650 nm, 90 min | inhibition, % at 9.99 µM | 350,000 tested, 0.05% active | AID 651711;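 active means mean replicate inhibition above about 25%, with every replicate also reaching it, limit read from the data, passing the limit was not always enough; inconclusive means only one of those two criteria met; inactive means neither criterion met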
Target sequence (Q15084 whole entry, looked up): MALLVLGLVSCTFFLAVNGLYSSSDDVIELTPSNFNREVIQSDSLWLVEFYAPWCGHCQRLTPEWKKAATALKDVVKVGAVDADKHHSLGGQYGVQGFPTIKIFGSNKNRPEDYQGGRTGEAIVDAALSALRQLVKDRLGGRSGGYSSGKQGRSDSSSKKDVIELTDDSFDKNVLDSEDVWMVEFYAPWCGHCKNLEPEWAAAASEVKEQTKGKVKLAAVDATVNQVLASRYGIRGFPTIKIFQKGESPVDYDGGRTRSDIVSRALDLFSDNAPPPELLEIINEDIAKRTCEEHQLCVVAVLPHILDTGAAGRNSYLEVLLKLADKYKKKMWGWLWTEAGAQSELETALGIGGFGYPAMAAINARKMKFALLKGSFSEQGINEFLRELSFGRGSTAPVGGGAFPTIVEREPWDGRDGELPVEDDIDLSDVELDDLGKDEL
DENV2 CPE rescue = DENV2-induced cell death inhibition; AID 651640; CPE inhibition, % at 9.99 µM; DENV2-infected cells, cytopathic effect rescue, plate reader; 350,000 tested, 1.7% active; in the data active means CPE inhibition above about 20%, passing the limit was not always enough; inconclusive means no clear call, values can overlap the other calls; tested in BHK-21 cells;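 further: 0% = median of neutral control wells and 100% = median of positive control wells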
XiGFP reactiv = activators of X-chromosome reactivation in mouse fibroblasts; XiGFP mouse fibroblasts, % GFP-positive cells imaging, 3 d; cells co-treated with 5-aza-dC sensitizer; scaled so ellipticine positive control = 100%; activation, % at 7.58 µM; 360,000 tested, 0.055% active;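 active means mean normalized replicate activation at least 10% and every replicate at or above 10%; inconclusive means only one of the two criteria met; inactive means mean below 10% and not all replicates reach 10%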;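 further: 0% = median of on-plate neutral control wells and 100% = ellipticine 6 µM median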
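System: 68-5-11 XiGFP fibroblast line | Buffer or medium: DMEM containing 5-aza-dC | Compound: Single point | Times: Compounds 3 days, fix/stain 15 min at room temperature | Benchmarks: Positive control ellipticine, 6 µM final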
ARNT-TACC3 inh = disruptors of human ARNT/TACC3 interaction. AlphaScreen His-ARNT PAS-B/GST-TACC3 binding, luminescence; TACC3 fragment carries E629A point mutation. inhibition, % at 9.99 µM. 390,000 tested, 0.66% active;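 active means mean inhibition of replicates at least 50% and at least half of replicates each reaching 50%; inconclusive means half or more replicates reach 50% but mean below 50%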;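 further: 0% = complete ARNT plus TACC3 wells and 100% = ARNT alone without TACC3; many hits fall short of the cut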
INS-1E GSIS act = primary screen for activators of insulin secretion dependent on glucose, INS-1E cells, GLuc reporter luminescence | INS-1E GLuc reporter insulin secretion, 2-3 h | activation, % at 16.6 µM | 370,000 tested, 0.61% active | AID 743287;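 active means lowest replicate activation of at least 40%, so every replicate reaches that level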;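 further: 0% = median of neutral control wells and 100% = median of IBMX positive control wells; some compounds called inactive have numbers as strong as hits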
PAX8 inh HTS = lowers PAX8-driven luciferase in RMG-I cells; RMG-I TPO-luciferase reporter, SteadyGlo, 24 h; inhibition, % at 12.6 µM; 360,000 tested, 1.2% active; AID 652154;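 active means mean replicate inhibition at least 60% with every replicate also reaching 60%; inconclusive means only one of the two criteria is met; inactive means mean below 60% and not all replicates reaching 60%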;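 further: luciferase light reporting Pax8 driven TPO promoter activity; plate controls were median of neutral control wells for no effect and mitoxantrone controls for full effect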
EWS-Fli inh = EWS/Fli transcriptional activity inhibition. A673 NR0B1-luciferase reporter, viability-normalised. inhibition, % at 12.6 µM. 350,000 tested, 0.67% active. AID 651661;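 active means mean inhibition of at least 50% after viability correction, with every replicate also passing that limit; inconclusive means mean reaches 50% but only one of two replicates passes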;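 further: firefly luciferase signal divided by Alamar Blue viability fluorescence both relative to DMSO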
The depositor's hits bear a star; ? = inconclusive; . = not tested or not shown; & = joins results of further samples. Random draw from the library; any-hit rate near 4.2%.

SMILES	F508del corr	ERp5 inh	DENV2 CPE rescue	XiGFP reactiv	ARNT-TACC3 inh	INS-1E GSIS act	PAX8 inh HTS	EWS-Fli inh
O=C(O)CCN1C(=O)/C(=C\c2cccc(Oc3ccccc3)c2)SC1=S	2.5	3	3	0.5	-7	2	0	16
Cc1cc(NC(=S)Nc2ccccc2)ccc1Br	-0.7	-2	0	.	4	-6	.	25
COC(=O)c1cc(S(=O)(=O)Nc2cccc(-c3ccno3)c2)c[nH]1	-1.8	3	2	0.2	.	.	23	6
C[C@H](CO)N1C[C@H](C)[C@H](CN(C)C(=O)Nc2ccc(N3CCCCC3)cc2)OCc2cnnn2CCCC1=O	0.2&-0.5&1.7	-1&0&-1	-2&-6&3	0.0&-0.2	-2&5	-2&-10	-11&2	-1&4&3
CC=Cc1ccc2n(c1=O)C[C@@H]1[C@@H](CO)[C@H](C(=O)NCCc3ccncc3)[C@H]2N1CCc1ccccc1 (mixture of isomers)	1.1	3	-7	0.2	.	-3	11	-6
O=C(O)CNC(=S)N(Cc1ccc(F)cc1)C1CCCCC1	-3.0	3	0	0.0	-5	-1	-5	7
CC(=O)c1cccc(NC(=S)NNC(=O)c2ccco2)c1	0.8	3	6	0.0	-2	-2	-10	4
CN(Cc1cnn(-c2ccccc2)c1)C(=O)C1CCC(=O)N(C2CC2)C1 (stereo not drawn)	0.4	-3	1	0.0	.	8	-3	-2
C[C@H]1CN([C@@H](C)CO)C(=O)c2cccc(NC(=O)C3CCOCC3)c2O[C@@H]1CN(C)C(=O)Nc1cccc2ccccc12	4.3	-3	-1	0.3	-2	-5	21	13
CN(C)C(CNC(=O)C1CCN(S(=O)(=O)c2cccc(C(F)(F)F)c2)CC1)c1ccccc1 (stereo not drawn)	1.2	5	3	0.0	3	-21	17	3
CCCCOc1ccc(-c2cc(C(F)(F)F)c(C#N)c(SCC(=O)O)n2)cc1	2.5	-4	4	0.0	-3	8	-2	8
CO[C@@H]1CN(C)C(=O)c2cc(NC(=O)Nc3ccccc3F)ccc2OC[C@@H](C)N(C)C[C@@H]1C	1.5	-1	0	-0.1	17	0	.	0
O=C(Nc1ccccn1)c1cc(-c2ccc(Cl)s2)nc2ccccc12	4.5	0	?	0.0	2	-20	-1	-5
COc1ccccc1-c1ccc([C@@H]2[C@H](C#N)N(C(=O)CN(C)C)[C@H]2CO)cc1	-1.0	1	?	0.4	1	4	0	5
C#CCOCCOCCOCCNc1nc(N2CCN(C(=O)[C@H](CCCCN)n3cc(CN)nn3)CC2)nc(N2CCN(C(=O)[C@H](CO)n3cc([C@@H](N)C(C)C)nn3)CC2)n1	-1.0	-1	7	0.0	19	-4	5	-6
CCN1CCN(C(=O)CN(C)S(=O)(=O)c2ccc3ccccc3c2)CC1	-0.2	14	7	0.7	0	-6	7	1
O=C(Nc1ccccc1Cl)NC1(C(=O)NCC2CCCO2)CCCCC1 (stereo not drawn)	0.6	-1	6	0.2	-1	8	-3	6
CCC(=O)CCC(=O)c1ccc2ccccc2c1	-2.3	.	.	0.0	-13	12	-77	-34
O=C(C1CCOCC1)N1C[C@H]2[C@@H](c3ccccc31)[C@H](CO)N2C(=O)Nc1cccc(F)c1	-1.2	0	-8	0.0	2	-20	-2	4
Cc1noc(C)c1NC(=O)N(C)C[C@H]1Oc2ccc(NC(=O)Nc3cccc4ccccc34)cc2C(=O)N([C@@H](C)CO)C[C@H]1C	-0.7	14	5	0.1	12	-14	10	-3
COc1cccc(S(=O)(=O)N2C[C@@H](O)COC[C@@H]3O[C@@H](CC(=O)N4CCN(C)CC4)CC[C@H]32)c1	2.8	0	-14	-0.1	-6	2	-15	4
COc1ccc(NC(=O)Nc2ccc3c(c2)CC(=O)N([C@@H](C)CO)C[C@H](C)[C@@H](CN(C)Cc2ccncc2)O3)cc1	-0.2	0	?	0.1	25	15	-1	-3
O=C1c2ccccc2C(O)N1c1ccccc1 (stereo not drawn)	2.8	1	-2	0.0	-6	-7	30	-30
CCN1CCN(CC(=O)Nc2cccc(C)c2)C(=O)C1=O	4.7	-1	2	0.7	2	3	2	2
CC(C)NC(=O)N(C)C[C@H]1Oc2c(NS(=O)(=O)c3ccccc3)cccc2C(=O)N([C@H](C)CO)C[C@H]1C	-1.8	1	2	-0.3	-9	13	-13	-9
CCN(CC)CCCNC(=S)N(CCO)Cc1cc2cc3c(cc2[nH]c1=O)OCO3	0.2	3	-6	0.0	-3	14	-10	13
COc1ccc(C(=O)Nc2ccccc2C(=O)N2CCOCC2)cc1OC	-2.7	5	3	-0.1	11	16	-35	-5
N#Cc1c(-c2cccc(Cl)c2)[nH]c(=S)[nH]c1=O	1.6	4	5	-0.2	-5	-4	-7	2
O=S(=O)(N[C@H]1CC[C@@H](CCn2cc(C3CC3)nn2)O[C@H]1CO)c1ccc(Cl)cc1	1.1	-3	9	0.3	.	4	-15	2
CCOc1cc(CN2CCCC(N3CCN(c4ccc(F)cc4)CC3)C2)ccc1OC (stereo not drawn)	-1.7	-1	10	0.2	-1	-4	5	12
CCCOc1ccc(-c2c(=O)n(OCc3ccc([N+](=O)[O-])cc3)c3ccccc3[n+]2[O-])cc1	3.3	4	2	0.4	-1	13	28	-12
Cc1sc2nc(CSc3ccccc3)nc(N3CCN(C)CC3)c2c1C	.	.	.	0.0	11	-32	7	.
Cc1ccc(S(=O)(=O)N(C)C[C@@H]2Oc3cc(C#CC4CCCC4)ccc3S(=O)(=O)N([C@@H](C)CO)C[C@H]2C)cc1	4.1	-1	-6	0.0	1	-4	.	20
Cc1ccc(S(=O)(=O)N2C[C@H]3N(C(=O)OC(C)C)N(C(=O)OC(C)C)C[C@H](OC(=O)NC4CC4)[C@@]3(O)C2)cc1	0.2	7	6	.	.	-8	8	2
CSCC[C@H](CO)NC(=O)[C@H]1O[C@@H](n2cnc3c(N)ncnc32)[C@H](O)[C@@H]1O	0.0	-4	-10	-0.1	.	2	8	4
O=C(Nc1ccc(S(=O)(=O)Nc2ncccn2)cc1)C1CC(=O)N(c2ccc(Cl)cc2)C1 (stereo not drawn)	-0.4	1	9	0.3	-3	0	-2	7
C[C@H]1CN([C@@H](C)CO)C(=O)c2cc(C3=CCCCC3)cnc2O[C@@H]1CN(C)C(=O)Cc1ccncc1	-0.9	.	.	-0.8	.	-3	-15	-7
O=C(C1CCCC1)N1CC(=O)N2[C@H](CO)[C@@H](c3ccc(C#CCc4ccccc4)cc3)[C@@H]2C1	3.9	-4	11	-0.1	.	5	.	2
Fc1cccc(Cl)c1CSC1=NCCS1	-3.9	6	4	-0.1	-2	10	-28	-27
Clc1ccccc1Nc1nc(-c2cccnc2)cs1	-2.9	-1	-2	0.0	4	25	-176	-112
O=C(O)c1cnc(-c2ccccc2)nc1-c1ccccc1	-0.3	2	6	0.2	.	7	-7	4
CN(C)C(=O)c1ccc(NC(=O)c2cc(-n3cnnc3)ccc2Cl)cc1	.	1	-1	-0.3	6	-3	5	14
COc1ccc(C)cc1NC(=O)C(c1ccccc1)N1CCN(CC(=O)NC2CC2)CC1 (stereo not drawn)	2.5	1	2	0.1	.	-1	16	1
Cc1cc(C)n2nc(C(=O)Nc3ccc4c(c3)OCCO4)nc2n1	-3.5	-12	-8	-0.5	-3	25	-83	-60
CO[C@H]1CN(C)C(=O)c2ccc(NC(C)=O)cc2OC[C@@H](C)N(C(=O)CC2CC2)C[C@@H]1C	0.5	3	2	0.0	2	9	3	4
CC1CCC(NC(=O)c2nc(Cn3ccc([N+](=O)[O-])n3)no2)CC1 (stereo not drawn)	0.0	2	-2	0.1	-1	2	1	2
CC=Cc1ccc2n(c1=O)C[C@H]1[C@H](CO)[C@@H](C(=O)NCCc3cn(C)cn3)[C@@H]2N1C(=O)C1CC1 (mixture of isomers)	0.8	-2	-2	1.4	15	13	.	11
CC(=O)N1CCc2c(sc(NC(=O)C3CCCN3S(=O)(=O)c3cccs3)c2C(N)=O)C1 (stereo not drawn)	-1.9	0	2	-0.1	13	-5	2	7
COc1ccccc1NC(=O)c1c[nH]c2ccccc12	0.0	4	1	0.0	13	2	-48	-63
C=CCNC(=S)NNC(=O)COc1cccc(Cl)c1	-1.2	-10	.	.	-1	-3	.	6
COc1ccc(CNC(=O)CNC(=O)CNS(=O)(=O)c2ccc(C)c(C)c2)cc1	1.1	-6	5	0.3	-7	5	1	-3
FC(F)(F)c1cccc(-c2cc3nc(NCCOc4ccccc4)ccn3n2)c1	-2.3	-3	-7	0.0	.	-10	-74	-47
O=C([C@H]1[C@H](CO)[C@H]2Cn3c(cccc3=O)[C@H]2N1C(=O)CC1CC1)N1CCc2ccccc2C1	1.4	-3	0	0.2	12	7	-17	-1
O=C(NC(=S)NCCc1ccccc1)C1CCCCC1	.	-1	10	-0.2	-4	.	-24	-29
Nc1nc(NC(=O)c2ccc(F)cc2)ns1	1.6	7	.	0.3	-13	-5	3	-10
CNC[C@@H]1Oc2ccc(NS(=O)(=O)c3ccc(Cl)cc3)cc2C(=O)N([C@@H](C)CO)C[C@H]1C	2.2	-3	-10	-0.9	10	23	-3	2
C[C@H](CO)N1C[C@H](C)[C@@H](CN(C)Cc2ccccc2)Oc2ccc(NC(=O)C3CC3)cc2C1=O	1.4	0	0	-0.2	-1	12	-8	-2

5 successive compounds out of the list so far, for reference:
SMILES	F508del corr	ERp5 inh	DENV2 CPE rescue	XiGFP reactiv	ARNT-TACC3 inh	INS-1E GSIS act	PAX8 inh HTS	EWS-Fli inh
O=C(O)CCN1C(=O)/C(=C\c2cccc(Oc3ccccc3)c2)SC1=S	2.5	3	3	0.5	-7	2	0	16
Cc1cc(NC(=S)Nc2ccccc2)ccc1Br	-0.7	-2	0	.	4	-6	.	25
COC(=O)c1cc(S(=O)(=O)Nc2cccc(-c3ccno3)c2)c[nH]1	-1.8	3	2	0.2	.	.	23	6
C[C@H](CO)N1C[C@H](C)[C@H](CN(C)C(=O)Nc2ccc(N3CCCCC3)cc2)OCc2cnnn2CCCC1=O	0.2&-0.5&1.7	-1&0&-1	-2&-6&3	0.0&-0.2	-2&5	-2&-10	-11&2	-1&4&3
CC=Cc1ccc2n(c1=O)C[C@@H]1[C@@H](CO)[C@H](C(=O)NCCc3ccncc3)[C@H]2N1CCc1ccccc1 (mixture of isomers)	1.1	3	-7	0.2	.	-3	11	-6

Complete entries, looked up by structure. Values in the order: F508del corr, ERp5 inh, DENV2 CPE rescue, XiGFP reactiv, ARNT-TACC3 inh, INS-1E GSIS act, PAX8 inh HTS, EWS-Fli inh
COC(=O)c1cc(S(=O)(=O)Nc2cccc(-c3ccno3)c2)c[nH]1 is listed with -1.8, 3, 2, 0.2, ., ., 23, 6
C#CCOCCOCCOCCNc1nc(N2CCN(C(=O)[C@H](CCCCN)n3cc(CN)nn3)CC2)nc(N2CCN(C(=O)[C@H](CO)n3cc([C@@H](N)C(C)C)nn3)CC2)n1 is listed with -1.0, -1, 7, 0.0, 19, -4, 5, -6
COc1ccccc1-c1ccc([C@@H]2[C@H](C#N)N(C(=O)CN(C)C)[C@H]2CO)cc1 is listed with -1.0, 1, ?, 0.4, 1, 4, 0, 5
CCC(=O)CCC(=O)c1ccc2ccccc2c1 is listed with -2.3, ., ., 0.0, -13, 12, -77, -34
